Hsp90 inh: tumor Hsp90 inhibitors, primary screen, cell lysate, fluorescence polarization, NCI-N417 lysate. Cy3B-geldanamycin FP displacement. 0.35% of 64,000 active. Heat shock protein HSP 90-alpha (Homo sapiens), P07900. inhibition, % at 30 µM;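 active means inhibition above 50%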;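 further: 0% = tracer plus lysate wells and 100% = tracer alone without lysate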
A340 absorber: compound light absorbance at 340 nm, profiling panel, artefact control, biochemical, MLSMR library, data from PS, PMK, MK assays. compound absorbance at 340 nm, fold over control. fold change at 10 µM. 65,000 tested, under 10 active. AID 708, 2007;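 active means at 10 µM dose, initial 340 nm absorbance at least 2 fold that of control wells; inactive means change under 2 fold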;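 further: initial absorbance extrapolated from kinetic A340 decline of NADH oxidation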
Cdc25B block: inhibitors of Cdc25B phosphatase catalytic domain, primary screen, biochemical, OMFP fluorescence | M-phase inducer phosphatase 2 (Homo sapiens), P30305 | recombinant Cdc25B, OMFP fluorescence Ex485/Em525 | inhibition, %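 (compounds tested at 10 µM final in the well)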 | 0.1% of 65,000 active | AID 368, 2006; in the data active means inhibition above about 50%
AP complement: alternative complement pathway inhibitors, primary screen, biochemical, ELISA, human serum, orthogonally pooled compounds. inhibition, % at 5 µM. 0.08% of 62,000 active. LPS-coated ELISA, C3 deposition; tested in compound mixtures. AID 1235, 2008;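 active means inhibition above 30% in each of the two pooled mixtures holding the compound, so the lower value exceeds 30%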;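 further: 0% = serum in Mg-EGTA without compound and 100% = EDTA serum blank; some compounds past the cut are filed as inactive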
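Test system: human serum complement alternative pathway, C3 deposition onto LPS / Medium: Mg2+-EGTA GVB++ buffer containing human serum at 1:15 dilution / Probe or stimulus: Plate-bound LPS / Times: 1 h at 37 °C / Signal: ELISA with HRP anti-human C3 antibody, TMB substrate, absorbance 450 nm / Measure: percent inhibition / Repeats: two pool placements per compound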
JNK3 blocker: JNK3 kinase activity inhibitors, primary screen, biochemical, human, purified enzyme. Mitogen-activated protein kinase 10 (Homo sapiens), P53779. HTS. inhibition, % at 8 µM. 0.61% of 60,000 active; in the data active means inhibition above about 17%;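 further: 0% = DMSO and 100% = reference inhibitor; many of its hits are not listed in these tables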
Target sequence (P53779 whole entry, looked up): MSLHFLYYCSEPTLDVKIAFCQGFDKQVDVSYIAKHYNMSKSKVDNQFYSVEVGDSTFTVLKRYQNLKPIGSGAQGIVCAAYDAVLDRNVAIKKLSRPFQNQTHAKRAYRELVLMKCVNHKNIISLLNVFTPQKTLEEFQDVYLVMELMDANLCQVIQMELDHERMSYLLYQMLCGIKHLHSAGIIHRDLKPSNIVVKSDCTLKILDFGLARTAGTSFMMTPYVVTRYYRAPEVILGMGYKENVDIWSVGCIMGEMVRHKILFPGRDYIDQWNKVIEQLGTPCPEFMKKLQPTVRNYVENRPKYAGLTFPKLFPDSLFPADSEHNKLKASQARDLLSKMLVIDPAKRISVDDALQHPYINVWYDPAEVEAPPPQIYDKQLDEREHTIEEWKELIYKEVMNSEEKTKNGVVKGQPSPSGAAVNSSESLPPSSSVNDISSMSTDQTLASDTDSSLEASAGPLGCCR
MKP-1 inh: MKP-1 phosphatase inhibitors, primary screen, biochemical, in vitro; Dual specificity protein phosphatase 1 (Homo sapiens), P28562; recombinant MKP-1, OMFP hydrolysis fluorescence; inhibition, %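 (compounds tested at a single concentration somewhere between 10 and 100 µM)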; 0.15% of 65,000 active;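 active means inhibition above about 50%, limit read from the data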;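 further: 0% = DMSO max control wells and 100% = wells with enzyme stopped by NaOH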
Target sequence (P28562 whole entry, looked up): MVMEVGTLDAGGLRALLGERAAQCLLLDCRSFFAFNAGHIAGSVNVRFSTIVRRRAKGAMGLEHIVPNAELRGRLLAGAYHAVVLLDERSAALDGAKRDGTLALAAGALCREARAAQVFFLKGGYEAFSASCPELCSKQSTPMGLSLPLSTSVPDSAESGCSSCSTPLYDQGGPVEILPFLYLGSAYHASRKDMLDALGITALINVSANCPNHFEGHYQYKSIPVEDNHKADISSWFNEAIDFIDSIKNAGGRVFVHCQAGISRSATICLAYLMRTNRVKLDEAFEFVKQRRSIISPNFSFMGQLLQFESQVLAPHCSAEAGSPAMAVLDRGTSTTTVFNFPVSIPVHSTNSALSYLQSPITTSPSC
FXIIa mix inh: human factor XIIa inhibitors, primary screen, biochemical, pooled compound mixtures, fluorogenic substrate. 0.2% of 62,000 active. inhibition, % at 5 µM. purified FXIIa. Coagulation factor XII (Homo sapiens), P00748;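 further: 0% = enzyme without compound and 100% = no enzyme blank; some results filed as inactive read as strong as hits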
MMP-13 inhibitor: human MMP13 inhibitors, primary screen, biochemical, FRET peptide cleavage | AID 570, 2006 | Collagenase 3 (Homo sapiens), P45452 | 0.07% of 65,000 active | MMP-13 fTHP FRET cleavage, Mca fluorescence | inhibition, % at 4 µM;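 active means inhibition above the mean of compound-free control plate wells plus 3 SD, cut at about 14% in these data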;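 further: 0% = DMSO wells and 100% = wells with reference MMP-13 inhibitor after basal subtraction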
FXIa inh mix: FXIa protease inhibitors in compound pools, primary screen, biochemical, 10-compound mixtures; 0.19% of 62,000 active; AID 680, 2007; inhibition, % at 5 µM; purified FXIa, fluorogenic substrate, pooled mixtures; Coagulation factor XI (Homo sapiens), P03951;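 further: each value is inhibition by a whole ten-compound pool holding the compound; 0% = enzyme with no mixture and 100% = wells lacking enzyme; strong numbers were not always called active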
The depositor's hits bear a star; . = not tested or not shown; [ ] = another dose, or the depositor's remark. Unless noted, no stated cut-off is given here; in the data, active means inhibition above about 20% (passing the limit was not always enough); inactive means the rest.

SMILES	Hsp90 inh	A340 absorber	Cdc25B block	AP complement	JNK3 blocker	MKP-1 inh	FXIIa mix inh	MMP-13 inhibitor	FXIa inh mix
Cn1c(=O)[nH]c(=O)c2c1nc(Sc1ncccn1)n2CCCc1ccccc1	.	1	-5	26	.	7	9	6	8
O=C(Cc1cccs1)NCC1CCCO1 (stereo not given)	-8	0.99	-29	7	-11	-16	4	3	9
Cc1cc(C)c(N2CCN(S(=O)(=O)N3CCCCCC3)CC2)c(C)c1	-4	1.1	-4	3	3	9	-1	2	12
CC1=CCC2C(=O)N(c3ccc4ccccc4n3)C(=O)C2C1 (stereo not given)	2	1	7	.	-5	28	.	5	.
Cc1ccc(C)c2[nH]c(=O)c(CN(Cc3ccco3)S(=O)(=O)c3ccc4c(c3)OCCO4)cc12	1	1	-5	19	0	-15	13	-4	7
Cc1nccn1CCCN1C(=O)OC2(CCCCC2)C1(C)O (stereo not given)	0	0.99	0	-2	6	2	1	0	1
c1ccc(-c2nnc(CSc3nncs3)o2)cc1	-4	0.99	-9	20	.	-4	-3	4	6
CC1=CC(C)(C)Nc2ccc(C)cc21	4	1	5	-5	-6	-5	0	-4	-6
Cc1cccc(N(CC(=O)Nc2ccc(CC#N)cc2)S(C)(=O)=O)c1	3	0.99	-4	5	-3	0	1	6	2
COCCSc1nnc(-c2cnccn2)o1	-4	1	-9	14	0	-25	-1	-7	5
O=C1c2[nH]nc(-c3ccccc3O)c2C(c2ccc(F)cc2)N1Cc1ccco1 (stereo not given)	-2	1	4	1	8	-1	16	2	-2
CCn1c(SCC(=O)N2CCCc3ccccc32)nc2cccnc21	4	1.1	-4	10	8	4	3	4	-2
CCCc1nnc(NC(=O)CCC(=O)Nc2ccc(F)cc2)s1	1	0.99	-9	2	-2	28	-22	-3	12
CC1CCCC(NC(=O)CN2CCN(Cc3ccc(Cl)cc3)C2=O)C1C (stereo not given)	-3	1	-12	12	.	16	0	-1	7
CCN1C(=O)c2cccc3c(NC(=O)c4ccc5c(c4)OCCO5)ccc1c23	-4	1	-13	1	-9	6	28	5	8
Cc1ccc(NC(=O)C2CCCN(S(=O)(=O)c3c(C)noc3C)C2)cc1F (stereo not given)	0	1	-8	3	-3	4	-19	0	10
COc1ccccc1Cn1cnc2cccnc21	-2	0.97	2	4	10	-1	3	-1	13
COc1ccc(-c2noc(-c3cc(Cl)ccc3Cl)n2)cc1OC	0	1	1	4	4	-1	-19	-3	5
CSc1ncccc1C(=O)OCC(=O)N1CCOCC1	-1	1	-14	1	-7	0	3	-6	8
CCCOc1ccc(N2CC(C(=O)Nc3ncccc3C)CC2=O)cc1 (stereo not given)	0	0.97	-10	-11	-1	-13	-12	2	1
COC(=O)c1cccc(C(=O)Oc2cccc(Br)c2)n1	-2	0.98	1	11	-2	-18	1	-2	6
CCOC(=O)N1CCC(N2Cc3cccc(C(=O)NCc4ccc(OC)cc4)c3C2=O)CC1	-4	0.98	-10	15	7	26	4	-1	17
CCCCc1nc2ccccc2c(=O)n1NC(=O)c1c(O)c2cccc3c2n(c1=O)CCC3	-2	1	1	15	-5	23	-6	2	8
CCOC(=O)CNS(=O)(=O)c1ccc(C(=O)O)cc1	2	0.99	-12	4	5	-14	10	0	4
COc1cc(NC(=O)N[C@H](C(=O)O)C(C)C)cc(OC)c1	1	1	4	9	7	-16	2	4	6
Cc1csc(=O)n1CC(=O)OCc1cccc2ccccc12	-1	1	-2	1	0	1	-16	2	6
Cc1ccc(CC(=O)OCCNC(=O)c2cccnc2)cc1	2	0.99	-5	-27	3	6	12	0	0
COc1ccccc1C(=O)Nc1nc2ccc(S(C)(=O)=O)cc2s1	2	1	-5	8	7	0	11	-7	10
COc1ccc(-n2c(=O)[nH]cc(C(=O)N3CCc4ccccc43)c2=O)cc1	-2	0.99	7	.	-4	-6	.	-14	.
CCOC(=O)c1[nH]c2cc(OC)c(OC)cc2c1NC(=O)C(C)N1CCN(Cc2ccccc2)CC1 (stereo not given)	-5	1	11	-13	-3	-2	-2	-117[fluorescence artefact?]	-4
CCC(C)Nc1nc2c(c(=O)n(C)c(=O)n2C)n1Cc1cccc(C)c1 (stereo not given)	-6	1	-14	.	1	7	.	6	.
COc1ccc(CCN/C=C2/CC(=O)NC2=O)cc1OC	4	1	-1	19	-3	17	-15	0	-6
Cc1cc2ncn(C(=O)c3c(-c4c(Cl)cccc4Cl)noc3C)c2cc1C	-1	1	-6	8	1	3	-1	2	-11
COc1ccc2[nH]c(C(=O)O)c(NS(=O)(=O)c3ccc(OC)c(OC)c3)c2c1	-7	1.1	-1	28	5	-29	8	-18	5
CCCC(=O)Nc1ccc(C(=O)Nc2nnc(COC)s2)cc1	0	1.1	-11	13	-4	-9	1	2	3
COc1ccc(-c2cnc(N)n2CC2CCCO2)cc1 (stereo not given)	-5	1.1	-10	4	7	30	2	-4	7

Rewritten as comma-separated lines: 14 of the compounds above
Molecule,Hsp90 inh,A340 absorber,Cdc25B block,AP complement,JNK3 blocker,MKP-1 inh,FXIIa mix inh,MMP-13 inhibitor,FXIa inh mix
Cn1c(=O)[nH]c(=O)c2c1nc(Sc1ncccn1)n2CCCc1ccccc1,.,1,-5,26,.,7,9,6,8
O=C(Cc1cccs1)NCC1CCCO1 (stereo not given),-8,0.99,-29,7,-11,-16,4,3,9
Cc1cc(C)c(N2CCN(S(=O)(=O)N3CCCCCC3)CC2)c(C)c1,-4,1.1,-4,3,3,9,-1,2,12
CC1=CCC2C(=O)N(c3ccc4ccccc4n3)C(=O)C2C1 (stereo not given),2,1,7,.,-5,28,.,5,.
Cc1ccc(C)c2[nH]c(=O)c(CN(Cc3ccco3)S(=O)(=O)c3ccc4c(c3)OCCO4)cc12,1,1,-5,19,0,-15,13,-4,7
Cc1nccn1CCCN1C(=O)OC2(CCCCC2)C1(C)O (stereo not given),0,0.99,0,-2,6,2,1,0,1
c1ccc(-c2nnc(CSc3nncs3)o2)cc1,-4,0.99,-9,20,.,-4,-3,4,6
CC1=CC(C)(C)Nc2ccc(C)cc21,4,1,5,-5,-6,-5,0,-4,-6
Cc1cccc(N(CC(=O)Nc2ccc(CC#N)cc2)S(C)(=O)=O)c1,3,0.99,-4,5,-3,0,1,6,2
COCCSc1nnc(-c2cnccn2)o1,-4,1,-9,14,0,-25,-1,-7,5
O=C1c2[nH]nc(-c3ccccc3O)c2C(c2ccc(F)cc2)N1Cc1ccco1 (stereo not given),-2,1,4,1,8,-1,16,2,-2
CCn1c(SCC(=O)N2CCCc3ccccc32)nc2cccnc21,4,1.1,-4,10,8,4,3,4,-2
CCCc1nnc(NC(=O)CCC(=O)Nc2ccc(F)cc2)s1,1,0.99,-9,2,-2,28,-22,-3,12
CC1CCCC(NC(=O)CN2CCN(Cc3ccc(Cl)cc3)C2=O)C1C (stereo not given),-3,1,-12,12,.,16,0,-1,7

Additional entries.
SMILES	Hsp90 inh	A340 absorber	Cdc25B block	AP complement	JNK3 blocker	MKP-1 inh	FXIIa mix inh	MMP-13 inhibitor	FXIa inh mix
COc1ccc2cc3cc(C(=O)NCC4COc5ccccc5O4)oc3nc2c1 (stereo not given)	3	1	13	6	-3	30	11	-438[fluorescence artefact?]	-9
O=C(O)C1CCCN1C(=O)c1cccs1 (stereo not given)	-4	1	-7	-3	-1	2	-4	3	3
Cc1onc(-c2ccccc2Cl)c1C(=O)Nc1ccccc1C(=O)NC(C)C	-2	1	-5	8	-1	6	3	-2	3
COc1ccc(C(CC(=O)O)NC(=O)OC(C)(C)C)cc1 (stereo not given)	-3	1	-15	9	-11	-18	5	-4	9
CCOc1nc(SC(C(C)=O)C(=O)Nc2ccccc2)nc(N(C)C)n1 (stereo not given)	-5	1	-3	-3	7	-35	1	4	6
Cc1nnc(Sc2cc(C(=O)NCc3ccco3)c3ccccc3n2)s1	-4	1	-3	18	0	3	8	-6	11
Cc1nc2ncnn2c(Nc2ccc3c(c2)OCCO3)c1C	3	1	2	5	-6	0	-3	0	3
Cn1c(=O)c2c(n(C)c1=O)=NC1(CCCCC1)ON=2	1	0.99	-3	0	3	-16	3	11	2
Cc1cccc(C2N(c3nccs3)C(=O)C3CCCN32)c1 (stereo not given)	-5	1	9	1	3	11	13	-2	-3
O=S(=O)(Nc1ccccc1Cl)c1ccc(F)cc1	-3	1	-7	9	2	-7	2	0	5
CCOc1ccccc1C(=O)Nc1nnc(C(C)C)s1	1	1.1	-3	14	0	1	15	7	4
O=C(OCc1nnc(-c2ccccc2)o1)c1cn(-c2ccccc2)nc1-c1ccccc1	.	1	-15	11	.	-9	4	4	-1
Cc1ccc(S(=O)(=O)C(C#N)c2nc3ccccc3nc2N2CCCC2)cc1 (stereo not given)	8	1	5	1	-12	26	4	-70[fluorescence artefact?]	0
COc1ccc(-c2nn(-c3ccccc3)cc2C(=O)N2CCOCC2)cc1	-1	1	-8	-30	5	32	3	3	4
C=CCn1c(COc2ccccc2F)nnc1SCC(=O)N1CC(=O)Nc2ccccc21	-1	0.99	3	-9	1	2	1	3	-9
CSc1ncccc1C(=O)OCC(=O)Nc1cc(C(F)(F)F)ccc1N1CCOCC1	-6	1	-1	-2	-5	3	2	1	5
CN(C)C(CNC(=O)CSc1nnc(-c2ccco2)o1)c1ccccc1 (stereo not given)	2	1	-17	9	-1	25	-17	4	7
O=C(c1cc2nc(-c3ccco3)cc(C(F)(F)F)n2n1)N1CCCc2ccccc21	-5	1	-10	10	3	6	0	-2	3
O=C(COC(=O)Cc1cn2ccsc2n1)Nc1nc2ccccc2s1	-2	1	4	6	1	2	10	-6	6
CCCc1cc(C(=O)NCCc2ccc(OC)c(OC)c2)no1	-2	1	-6	8	5	-1	-19	-8	4
Cc1ccc(-c2nnc(CSc3nnc(COc4ccccc4)n3-c3ccccc3)o2)cc1	-3	1	0	.	0	-2	.	5	.
CC(NC(=O)Nc1ccc2c(c1)OCO2)C1CCCO1 (stereo not given)	-3	1	-1	5	-2	-11	12	-4	4
Cc1ncc(CSc2nc3ccccc3[nH]2)c(N)n1	2	0.99	-4	8	-2	0	0	6	2
